Screening data from PubChem BioAssay.
mut p53 react: restores mutant p53 pathway signaling in SW480 cells. AID 624151. activation, % at 9.98 µM. 1.5% of 28,000 active. SW480 PUMA-promoter luciferase, p53 mutant reactivation; in the data active means activation above about 52%; inconclusive means no clear call, values can overlap the other calls
STK33 inh: blocks human STK33 kinase activity | ADP-Glo luminescence, MBP substrate | Q9BYT3 | inhibition, % at 12.5 µM | 0.44% of 27,000 active | AID 2322; in the data active means inhibition above about 20%; inconclusive means no clear call, values can overlap the other calls
Target sequence (Q9BYT3 whole entry, looked up): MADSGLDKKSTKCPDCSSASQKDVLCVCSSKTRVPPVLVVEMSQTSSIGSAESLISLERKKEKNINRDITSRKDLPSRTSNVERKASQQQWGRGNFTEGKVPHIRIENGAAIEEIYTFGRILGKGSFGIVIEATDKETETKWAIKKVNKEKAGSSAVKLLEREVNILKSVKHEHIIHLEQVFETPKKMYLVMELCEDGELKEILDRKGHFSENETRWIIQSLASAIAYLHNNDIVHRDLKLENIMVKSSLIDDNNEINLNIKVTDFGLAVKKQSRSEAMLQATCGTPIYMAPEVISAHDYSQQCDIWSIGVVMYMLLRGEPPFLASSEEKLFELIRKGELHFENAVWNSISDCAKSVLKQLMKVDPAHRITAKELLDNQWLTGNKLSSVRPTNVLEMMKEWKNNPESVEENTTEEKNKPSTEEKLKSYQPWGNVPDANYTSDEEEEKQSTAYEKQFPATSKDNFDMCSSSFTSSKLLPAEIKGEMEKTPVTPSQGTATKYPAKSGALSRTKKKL
* marks the source's active call; other numbers are inactive results; ? = inconclusive; / = not tested or not shown; & = joins results of further samples. These rows are one share of the data, so the mix of outcomes need not match the whole.

SMILES	mut p53 react	STK33 inh
COc1ccc(C(=O)C(C)Oc2cccc(NC(=O)c3ccc([N+](=O)[O-])cc3)c2)cc1 (stereo not drawn)	-26	0
COc1ccc(NC(=O)CN(C)S(=O)(=O)c2ccc(C)cc2)c([N+](=O)[O-])c1	-4	5
CCc1c(C)sc(NC(=O)COc2ccc(Cl)cc2)c1C(N)=O	18	3
COC(=O)COc1cccc(NC(=O)c2ccc(NC(=O)c3ccco3)cc2)c1	3	3
C[C@@H]1CN([C@H](C)CO)C(=O)Cc2cc(NC(=O)NC3CCCCC3)ccc2O[C@@H]1CN(C)C(=O)Nc1cccc2ccccc12	0	0
Cc1noc(C)c1S(=O)(=O)Nc1ccc2c(c1)CC(=O)N([C@H](C)CO)C[C@@H](C)[C@@H](CN(C)C(=O)Nc1cccc3ccccc13)O2	6	-4
O=C(CSc1nnc(-c2ccc(Cl)cc2)o1)Nc1ccccc1C(F)(F)F	68*	-2
COC(=O)C1=CO[C@@H](O[C@@H]2O[C@H](CO)[C@@H](O)[C@H](O)[C@H]2O)[C@@H]2[C@@](C)(O)[C@@H](O)C[C@]12O	/	-2
Cc1cc(I)ccc1NC(=O)CN(c1cccc(F)c1)S(C)(=O)=O	0	3
CO[C@@H](CCO)[C@@H](O)c1ccc(O)c(F)c1	/	-5
Cn1c(COc2cccc3cccnc23)nnc1SCC(N)=O	-9	-2
C[C@H](CO)N1C[C@H](C)[C@H](CN(C)S(=O)(=O)c2ccccc2)Oc2ncc(-c3cccc(F)c3)cc2C1=O	/	1
CS(=O)(=O)N(CC(=O)NC1CCCCC1)c1ccc(F)cc1	2	-2
CC(C)c1ccc(S(=O)(=O)NCc2cccnc2)cc1	2	0
C[C@@H]1CN([C@@H](C)CO)C(=O)Cc2cc(NC(=O)Cn3cnnn3)ccc2O[C@@H]1CN(C)Cc1ccc2c(c1)OCO2	/	2
Cc1nn(Cc2ccc(F)cc2)c(C)c1NC(=O)C1CC(c2c(F)cccc2Cl)=NO1 (stereo not drawn)	4	0
COc1ccc(NC(=O)N(C)C[C@@H]2Oc3ccc(NC(=O)Cn4cnnn4)cc3CC(=O)N([C@H](C)CO)C[C@@H]2C)cc1	/	2
CNC[C@@H]1OCCCC[C@@H](C)Oc2ccc(NC(=O)NC3CCCCC3)cc2C(=O)N([C@H](C)CO)C[C@@H]1C	/	1
COc1ccc(CCNC(=O)c2cc3cc(Br)cc(OC)c3oc2=O)cc1OC	-4	-5
COC(=O)C(CC#Cc1ccc2c(c1)[C@]1(C(=O)N2)[C@H](C(=O)NC[C@H](O)c2ccccc2)[C@H]2C(=O)O[C@H](c3ccccc3)[C@H](c3ccccc3)N2[C@@H]1c1ccccc1OCCO)C(=O)OC	/	12
Cc1cc(N(CC(=O)NC2CC3CCC2C3)S(C)(=O)=O)ccc1Br (stereo not drawn)	-12	-1
COc1ccc(NC(=O)Nc2ccc3c(c2)CC(=O)N([C@H](C)CO)C[C@H](C)[C@H](CN(C)C(=O)Nc2c(C)noc2C)O3)cc1	-5	2
COc1ccc2nc(SCC(=O)Nc3ccc(I)cc3)[nH]c2c1	3	-3
C[C@@H]1CN([C@H](C)CO)C(=O)Cc2cc(NC(=O)C3CCCCC3)ccc2O[C@@H]1CN(C)C(=O)NC1CCCCC1	/	-3
CN(C)CC(=O)Nc1ccc2c(c1)[C@@H]1C[C@@H](CC(=O)NCc3cc(F)ccc3F)O[C@@H](CO)[C@@H]1O2	-1	/

The results go on:
SMILES	mut p53 react	STK33 inh
Cc1ccc(N(C(C)C(=O)Nc2ccc(I)cc2C)S(C)(=O)=O)cc1C (stereo not drawn)	-11	4
COc1cc(OC)c(NC(=O)CN2C(=O)c3ccccc3C2=O)cc1Cl	3	-6
O=C(O)CCSc1nnc(-c2ccncc2)n1-c1ccccc1	-5	0
Cc1ccc(S(=O)(=O)NC2(C(F)(F)F)C(=O)N(CC3CCCO3)C3=C2C(=O)CC(C)(C)C3)cc1 (stereo not drawn)	8	0
C[C@@H]1CN([C@@H](C)CO)C(=O)Cc2cc(NC(=O)Nc3ccccc3)ccc2O[C@@H]1CN(C)S(C)(=O)=O	/	1
CC1=C(C(=O)Nc2cccnc2)C(c2cccnc2)n2ncnc2N1 (stereo not drawn)	-2	-3
CC1(C)NC(=O)N(CCCCOc2ccccc2[N+](=O)[O-])C1=O	-3	-4
COc1ccc(S(=O)(=O)Nc2ccc3c(c2)C(=O)N([C@@H](C)CO)C[C@@H](C)[C@H](CN(C)C)O3)cc1	2	/
O=C(Nc1ccc(S(=O)(=O)Nc2nccs2)cc1)c1cccnc1	-10	-2
CN(CC(=O)Nc1cccc(Cl)c1)S(=O)(=O)c1ccc2ccccc2c1	21	1
CN1CCCCC1CCN1c2ccccc2Sc2ccc(S(C)=O)cc21 (stereo not drawn)	/	-3&3
C[C@H](CO)N1C[C@H](C)[C@H](CN(C)Cc2cccc(C(F)(F)F)c2)Oc2ncc(C#Cc3ccccc3)cc2C1=O	/	3
O=c1[nH]cnc2ccccc12	-3	/
CC(C)CC#Cc1ccc2c(c1)O[C@@H](CN(C)C(=O)c1cnccn1)[C@@H](C)CN([C@@H](C)CO)S2(=O)=O	-6	/
O=S(=O)(c1ccccc1)c1nc(-c2cccs2)oc1NCc1ccco1	7	-4
C[C@H]1CN([C@@H](C)CO)C(=O)Cc2cc(NC(=O)CCCN(C)C)ccc2O[C@H]1CN(C)Cc1ccc(Oc2ccccc2)cc1	/	-1
COc1ccc(CN(C)C[C@H]2Oc3ccc(NC(=O)NC4CCCCC4)cc3C(=O)N([C@@H](C)CO)C[C@@H]2C)cc1	8	-2
Cc1cc(C)cc(NC(=O)C2CC(=O)n3ncnc3N2)c1 (stereo not drawn)	-19	7
Cc1noc(C)c1S(=O)(=O)Nc1ccc2c(c1)CC(=O)N([C@H](C)CO)C[C@H](C)[C@H](CN(C)S(=O)(=O)c1c(C)noc1C)O2	/	3
C[C@@H]1CN([C@H](C)CO)C(=O)Cc2cc(N(C)C)ccc2O[C@H]1CN(C)Cc1ccc(Cl)c(Cl)c1	/	0
COc1c2c(c(O)c3c(=O)c4c(OC)c(O)ccc4oc13)C1CCCC(C)(O2)O1 (stereo not drawn)	-3	-6
CCCCC#Cc1nc(NC)c2ncn(C3OC(CO)C(O)C3O)c2n1 (stereo not drawn)	-10	/
Cc1noc(C)c1S(=O)(=O)Nc1ccc2c(c1)CC(=O)N([C@@H](C)CO)C[C@H](C)[C@H](CN(C)Cc1ccc3c(c1)OCO3)O2	/	-2
O=C(CSc1nnc(-c2cccc(Br)c2)n1-c1ccccc1)Nc1ccccc1[N+](=O)[O-]	20	-1
CCN1CCN(C(=O)c2ccc(CNS(=O)(=O)c3cccc(OC)c3)cc2)CC1	8	0

Structures from the list above containing fluorine (9):
SMILES	mut p53 react	STK33 inh
O=C(CSc1nnc(-c2ccc(Cl)cc2)o1)Nc1ccccc1C(F)(F)F	68*	-2
Cc1cc(I)ccc1NC(=O)CN(c1cccc(F)c1)S(C)(=O)=O	0	3
CO[C@@H](CCO)[C@@H](O)c1ccc(O)c(F)c1	/	-5
C[C@H](CO)N1C[C@H](C)[C@H](CN(C)S(=O)(=O)c2ccccc2)Oc2ncc(-c3cccc(F)c3)cc2C1=O	/	1
CS(=O)(=O)N(CC(=O)NC1CCCCC1)c1ccc(F)cc1	2	-2
Cc1nn(Cc2ccc(F)cc2)c(C)c1NC(=O)C1CC(c2c(F)cccc2Cl)=NO1 (stereo not drawn)	4	0
CN(C)CC(=O)Nc1ccc2c(c1)[C@@H]1C[C@@H](CC(=O)NCc3cc(F)ccc3F)O[C@@H](CO)[C@@H]1O2	-1	/
Cc1ccc(S(=O)(=O)NC2(C(F)(F)F)C(=O)N(CC3CCCO3)C3=C2C(=O)CC(C)(C)C3)cc1 (stereo not drawn)	8	0
C[C@H](CO)N1C[C@H](C)[C@H](CN(C)Cc2cccc(C(F)(F)F)c2)Oc2ncc(C#Cc3ccccc3)cc2C1=O	/	3

(list continues)
SMILES	mut p53 react	STK33 inh
O=C(NCCN1CCOCC1)c1cnn2c(C(F)F)cc(-c3ccccc3)nc12	7	-3
C[C@H](CO)N1C[C@H](C)[C@H](CN(C)Cc2ccc(F)cc2)Oc2ncc(-c3cc4ccccc4o3)cc2C1=O	2	-1
COc1ccc(N(CC(=O)Nc2ccc(F)c(F)c2)S(C)(=O)=O)cc1Cl	-8	1
COc1ccc(C#Cc2cnc3c(c2)C(=O)N([C@@H](C)CO)C[C@@H](C)[C@H](CN(C)C(=O)c2ccccc2F)O3)cc1	-10	/
Cc1cc(C)cc(OCC(=O)Nc2cc(-c3nc4ccc(C)cc4o3)ccc2C)c1	-16	11
CCC(C)C(Nc1ncnc2c1oc1ccccc12)C(=O)O (stereo not drawn)	-6	-7
Cc1ccc(S(=O)(=O)N(C)C[C@H]2Oc3ccc(NS(C)(=O)=O)cc3CC(=O)N([C@H](C)CO)C[C@H]2C)cc1	/	0
C=CCNC(=O)[C@H]1[C@@H]2C(=O)O[C@@H](c3ccccc3)[C@@H](c3ccccc3)N2[C@@H](c2ccc(OCCO)cc2)[C@]12C(=O)Nc1ccc(C#CC3=CCCCC3)cc12	/	6
COc1cc(CO)cc(Br)c1OCc1cccc([N+](=O)[O-])c1	14	0
O=C(NCc1ccco1)c1ccccc1NC(=O)C1COc2ccccc2O1 (stereo not drawn)	-2	0
C[C@@H]1CCCCO[C@@H](CN(C)S(C)(=O)=O)[C@@H](C)CN([C@H](C)CO)C(=O)c2cc(NS(=O)(=O)c3cn(C)cn3)ccc2O1	/	6
CC(C)SC(=N)N	4	/
C[C@H](CO)N1C[C@H](C)[C@@H](CN(C)C(=O)CCC(F)(F)F)OCCCC[C@H](C)Oc2ccc(NC(=O)c3ccncc3)cc2C1=O	2	/
CC(=O)O[C@@H]1[C@@H](O)[C@H](C)O[C@@H](O[C@H]2[C@@H]3C=CO[C@@H](O[C@@H]4O[C@H](CO)[C@@H](O)[C@H](O)[C@H]4O)[C@@H]3[C@@]3(CO)O[C@@H]23)[C@@H]1OC(=O)/C=C/c1ccc(O)cc1	-9	0
Cc1ccc(S(=O)(=O)N(C)C[C@@H]2Oc3ccc(NS(C)(=O)=O)cc3C(=O)N([C@H](C)CO)C[C@@H]2C)cc1	0	/
C/C1=C/CC(=O)C(C)C[C@H]2OC(=O)[C@H](C)C2[C@@H](O)C1 (stereo partly drawn)	/	-3
O=C(CS(=O)c1ccc(C(F)(F)F)cc1[N+](=O)[O-])Oc1ccc(C2CCCCC2)cc1 (stereo not drawn)	15	-6
C[C@@H]1CCCCO[C@@H](CN(C)C(=O)NC2CCCCC2)[C@@H](C)CN([C@H](C)CO)C(=O)c2cc(NS(=O)(=O)c3cn(C)cn3)ccc2O1	4	-8
Cc1ccc(S(=O)(=O)Nc2ccc3c(c2)C(=O)N([C@H](C)CO)C[C@H](C)[C@@H](CN(C)C(=O)Nc2c(C)noc2C)O3)cc1	-5	/
COc1cc(OC)cc(-c2nnc(SCC(=O)Nc3ccc(F)cc3)o2)c1	?	1
CS(=O)(=O)N(CC(=O)Nc1ccc(I)cc1)Cc1ccccc1	13	4
CC(C)CC#Cc1ccc2c(c1)O[C@H](CN(C)C(=O)c1ccncc1)[C@@H](C)CN([C@H](C)CO)S2(=O)=O	-3	/
OC[C@H]1O[C@@H](n2cnc3c(NCc4ccco4)ncnc32)[C@H](O)[C@@H]1O	/	-1
CCC[C@@H]1C[C@@H](C(=O)N[C@@H](C2O[C@H](SC)[C@H](O)[C@@H](O)[C@H]2O)[C@H](C)Cl)N(C)C1 (stereo partly drawn)	/	-1
Cc1cc(=O)oc2cc(OC(C)C(=O)NCC3CCCO3)ccc12 (stereo not drawn)	8	-1

Single records, as listed above.
C[C@H](CO)N1C[C@H](C)[C@@H](CN(C)C(=O)CCC(F)(F)F)OCCCC[C@H](C)Oc2ccc(NC(=O)c3ccncc3)cc2C1=O as listed: mut p53 react = 2; STK33 inh = /
Cc1ccc(S(=O)(=O)Nc2ccc3c(c2)C(=O)N([C@H](C)CO)C[C@H](C)[C@@H](CN(C)C(=O)Nc2c(C)noc2C)O3)cc1 as listed: mut p53 react = -5; STK33 inh = /

(continued)
SMILES	mut p53 react	STK33 inh
COc1ccc(NC(=O)C2=C(C)NC(=S)NC2c2cccc([N+](=O)[O-])c2)c(OC)c1 (stereo not drawn)	-1	2
Cc1noc(C)c1S(=O)(=O)Nc1ccc2c(c1)C(=O)N([C@@H](C)CO)C[C@@H](C)[C@H](CN(C)C(=O)Cc1ccccc1)OCCCC[C@H](C)O2	-3	/
COc1ccc(OC)c(NC(=O)c2ccc(Cl)c(S(=O)(=O)Nc3ccc(C)cc3C)c2)c1	-11	1
C[C@H](CO)N1C[C@H](C)[C@H](CN(C)C(=O)Nc2ccc(F)cc2)Oc2ncc(C#Cc3ccc(C(F)(F)F)cc3)cc2C1=O	/	4
O=c1[nH]c(=O)c2sc3nc(-c4ccc5c(c4)OCCO5)cc(C(F)(F)F)c3c2[nH]1	-39	0
N#Cc1nc(-c2ccccc2Cl)oc1NCCCN1CCOCC1	32	-4
COc1ccc(CN(C)C[C@@H]2Oc3c(NC(=O)c4cc(C)nn4C)cccc3C(=O)N([C@@H](C)CO)C[C@H]2C)cc1	8	/
O=[N+]([O-])c1ccccc1-c1ccc(CN2CCN3CCCC3C2C2CCCCC2)o1 (stereo not drawn)	-2	-1
C[C@@H]1CN([C@H](C)CO)C(=O)c2cc(NC(=O)CCN3CCOCC3)ccc2O[C@H]1CN(C)C(=O)Nc1ccc2c(c1)OCO2	/	0
